Screening results from PubChem.
NALP3 yeast inh = inhibitors of NALP3 inflammasome in yeast. AID 2825. 0.39% of 330,000 active. inhibition, % at 10 µM. Yeast reconstituted NLRP3/ASC/caspase-1, beta-gal luminescence, 24 h;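 active = inhibition of 50% or more; inactive = inhibition below 50%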;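 note: plate controls were induced DMSO wells for no effect and uninduced yeast grown without galactose for full effect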
SENP1 FRET inh = SENP1 (human) catalytic domain inhibition; recombinant SENP1 catalytic domain, CyPet-SUMO1-YPet FRET cleavage; 0.21% of 360,000 active; Q9P0U3; inhibition, % at 10 µM;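 active = inhibition at least 30% at 10 µM, raw YFP signal under a set limit, fluorescence ratio 0.5 to 1.5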;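 note: 0% = enzyme with DMSO and 100% = no enzyme wells; some results filed as inactive read as strong as hits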
Target sequence (Q9P0U3 419-644 limits assumed): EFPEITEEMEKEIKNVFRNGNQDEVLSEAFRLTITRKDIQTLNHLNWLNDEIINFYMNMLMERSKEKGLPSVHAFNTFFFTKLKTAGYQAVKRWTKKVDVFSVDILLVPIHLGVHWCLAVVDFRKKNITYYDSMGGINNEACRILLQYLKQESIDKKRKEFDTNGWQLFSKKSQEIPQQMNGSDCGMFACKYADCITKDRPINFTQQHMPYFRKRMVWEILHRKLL
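Compound: 10 µM single point, 0.5% DMSO; Test system: hSENP1 catalytic domain, recombinant; Timing: 50 min reaction at room temperature; Technique: FRET, CFP and YFP emission; Control set: no-enzyme wells low, DMSO-plus-enzyme wells high control.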
APOBEC3G inh = APOBEC3G (human) deaminase inhibition | Q9HC16 | inhibition, % at 20 µM | recombinant A3G, ssDNA deamination FAM/TAMRA fluorescence | 0.28% of 330,000 active;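 active = inhibition of at least 40% at 20 µM, with no more than 30% in the related APOBEC3A deaminase screen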;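 note: plate controls were DMSO wells with A3G for no effect and wells lacking A3G enzyme for full effect; some compounds called inactive have numbers as strong as hits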
hIAP act = increases human intestinal alkaline phosphatase activity; P09923; purified human IAP, CDP-Star luminescence, 30 min; hits give high values; 1 = vehicle-only enzyme, 0 = enzyme-free background; activation factor at 10 µM; 0.16% of 330,000 active; AID 2524;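 active = activation factor of the enzyme at least 2-fold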; note: the source names both 10 and 20 µM as test concentration; values of inactives mirror those of a sister screen read the other way
Target sequence (P09923 whole entry, looked up): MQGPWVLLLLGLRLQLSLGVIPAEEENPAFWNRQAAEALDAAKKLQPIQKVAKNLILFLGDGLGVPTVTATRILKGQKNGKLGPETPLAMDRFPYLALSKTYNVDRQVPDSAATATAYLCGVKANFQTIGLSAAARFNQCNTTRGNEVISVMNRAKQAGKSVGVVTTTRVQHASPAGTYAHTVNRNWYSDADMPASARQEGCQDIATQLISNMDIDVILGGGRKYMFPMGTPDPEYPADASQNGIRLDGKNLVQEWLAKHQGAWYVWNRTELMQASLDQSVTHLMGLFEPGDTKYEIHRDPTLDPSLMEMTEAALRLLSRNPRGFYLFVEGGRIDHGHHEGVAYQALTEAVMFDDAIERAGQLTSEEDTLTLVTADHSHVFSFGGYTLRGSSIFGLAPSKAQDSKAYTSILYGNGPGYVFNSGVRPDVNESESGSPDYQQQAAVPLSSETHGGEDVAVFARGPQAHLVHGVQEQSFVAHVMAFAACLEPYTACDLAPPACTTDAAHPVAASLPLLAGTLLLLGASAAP
hIAP block = blocks human intestinal alkaline phosphatase. P09923. purified IAP, CDP-Star luminescence, 30 min. inhibition, % at 10 µM. 0.12% of 330,000 active;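 active = inhibition reaching a set limit with compound at 10 µM in the primary screen, cut at about 35% in these data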;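 note: plate controls were DMSO wells with enzyme for no effect and no-enzyme buffer wells for full effect; values of inactives mirror those of a sister screen read the other way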
mIAP block = mouse IAP inhibition | inhibition, % at 10 µM | 0.2% of 330,000 active | AID 2806 | purified mouse IAP, CDP-Star luminescence, 30 min;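 active = inhibition of at least 40% at 10 µM in the primary screen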;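 note: plate controls were DMSO with enzyme for no effect and no enzyme wells for full effect; values of inactives mirror those of a sister screen read the other way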
APOBEC3A inh = human APOBEC3A DNA deaminase inhibition; 0.41% of 330,000 active; P31941; inhibition, % at 20 µM; recombinant A3A, FAM/TAMRA ssDNA deamination fluorescence; AID 493011;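 active = at least 40% inhibition at 20 µM here, with at most 30% in a related deaminase screen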;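 note: plate controls were A3A with DMSO for no effect and wells lacking A3A enzyme for full effect; some results filed as inactive read as strong as hits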
Target sequence (P31941 whole entry, looked up): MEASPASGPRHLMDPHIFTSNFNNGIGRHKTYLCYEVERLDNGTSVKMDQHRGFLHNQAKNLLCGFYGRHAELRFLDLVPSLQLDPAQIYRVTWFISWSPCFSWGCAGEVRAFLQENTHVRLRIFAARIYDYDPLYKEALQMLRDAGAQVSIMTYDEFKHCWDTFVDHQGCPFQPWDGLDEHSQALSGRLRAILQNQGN
mIAP act = increases mouse intestinal alkaline phosphatase activity. muIAP, CDP-Star luminescence, 30 min; hits give high values; 1 = vehicle-only enzyme signal, 0 = enzyme-free wells. 0.24% of 330,000 active. activation factor at 10 µM;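 active = activation factor of at least 2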; note: the source names both 10 and 20 µM as test concentration; values of inactives mirror those of a sister screen read the other way
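Assay system: mouse IAP enzyme; Reagent: CDP-Star chemiluminescent phosphatase substrate; Compound: DMSO-dissolved test compounds; Incubation: 30 min, room temperature; Technique: luminescence from enzymatic CDP-Star hydrolysis; Controls: DMSO-only wells and no-enzyme negative control.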
beta cell repl = inducers of beta-cell replication in MIN6 cells | proliferation, % at 10 µM | 0.29% of 330,000 active | MIN6 cells proliferation, ATPlite luminescence, 48 h; cells starved in 0.2% serum; 100% = growth in 10% serum;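 active = compounds whose signal lies at least 3.5 SD above the mean of all wells on their plate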;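 note: 0% = DMSO-treated cells in low-serum medium and 100% = 10% serum control; some compounds called inactive have numbers as strong as hits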
Active calls of the source: *; / = not tested or not shown; & = joins results of further samples. This is a subset. The share of hits here may be higher or lower than overall.

SMILES	NALP3 yeast inh	SENP1 FRET inh	APOBEC3G inh	hIAP act	hIAP block	mIAP block	APOBEC3A inh	mIAP act	beta cell repl
COc1ccccc1C(=O)C1CCCN(C(=O)c2cccc(-n3cccn3)c2)C1 (configuration not stated)	1	3	-3	1.2	-17	-4	3	1	3
C=CCN(CC=C)C(=O)C1CCN(S(=O)(=O)c2ccc(N3CCCC3=O)cc2)CC1	5	2	-1	1.2	-17	3	-2	0.97	-3
COc1ccccc1/C=N/NC(=Nc1ccc(C)cc1)c1nc2ccccc2s1	6	/	-3	1	-3	7	1	0.93	-3
COc1ccc(C(=O)NCC(=O)OCC(=O)N2CCc3ccccc32)cc1	29	2	-5	0.93	7	5	9	0.95	-2
CC1=CC(C)(C)NC(=S)N1c1cccc(C)c1	-9	2&1	-3	0.94	6	6	0	0.94	-1
O=C(CN(C(=O)CNS(=O)(=O)c1ccc(F)cc1)c1cccc(F)c1)NCC1CCCO1 (configuration not stated)	-11	0	9	1.1	-6	2	-1	0.98	-2
COC(=O)Cc1csc(NC(=O)CSc2nnc3ccccn23)n1	-1	1	-3	0.92	8	7	0	0.93	-2
Cc1cc(NC(=O)CCC(=O)N(Cc2ccco2)C(C(=O)NCC2CCCO2)c2ccncc2)no1 (configuration not stated)	16	0	-3	0.94	6	9	3	0.91	2
Cc1ccc(C(=O)N/C(=C\c2ccccc2)C(=O)OCc2ccccc2)cc1	4	2	-8	0.87	13	5	-4	0.95	0
Cc1ccc(N2C(=O)[C@@H]3[C@H](C2=O)C2c4ccccc4C=CN2[C@@H]3C(=O)c2ccco2)c(C)c1 (some centres not stated)	-20	6	3	0.99	1	10	-3	0.9	-2
CC12CCCC[C@@H]1CCC1C2CCC2(C)C1CC[C@@]2(O)CNCCO (some centres not stated)	9	-2	-9	1	-1	11	-6	0.89	-6
O=C(NCC1CCCN(C2Cc3ccccc3C2)C1)c1cccs1 (configuration not stated)	2	-10	-8	1.2	-16	-3	-4	1	0
COC(=O)c1ccc2c(c1)N(C)CCS2	7	-23	-12	0.9	10	4	-2	0.96	-3
CCOC(=O)N=Nc1c(O)n(CC(=O)OC)c2ccccc12	27	0	0	0.9	10	0	0	1	0
C=CCn1c(=N)c(C(=O)NCCCOC)cc2c(=O)n3cccc(C)c3nc21	1	-32	0	0.93	7	3	-1	0.97	-1

Record cards, as listed above.
Shown for `Cc1ccc(N2C(=O)[C@@H]3[C@H](C2=O)C2c4ccccc4C=CN2[C@@H]3C(=O)c2ccco2)c(C)c1` (some centres not stated) = NALP3 yeast inh: -20; SENP1 FRET inh: 6; APOBEC3G inh: 3; hIAP act: 0.99; hIAP block: 1; mIAP block: 10; APOBEC3A inh: -3; mIAP act: 0.9; beta cell repl: -2
Shown for `CCOC(=O)N=Nc1c(O)n(CC(=O)OC)c2ccccc12` = NALP3 yeast inh: 27; SENP1 FRET inh: 0; APOBEC3G inh: 0; hIAP act: 0.9; hIAP block: 10; mIAP block: 0; APOBEC3A inh: 0; mIAP act: 1; beta cell repl: 0
Shown for `C=CCN(CC=C)C(=O)C1CCN(S(=O)(=O)c2ccc(N3CCCC3=O)cc2)CC1` = NALP3 yeast inh: 5; SENP1 FRET inh: 2; APOBEC3G inh: -1; hIAP act: 1.2; hIAP block: -17; mIAP block: 3; APOBEC3A inh: -2; mIAP act: 0.97; beta cell repl: -3

(next part)
SMILES	NALP3 yeast inh	SENP1 FRET inh	APOBEC3G inh	hIAP act	hIAP block	mIAP block	APOBEC3A inh	mIAP act	beta cell repl
COc1ccc(OC)c(CCNC(=O)C(C)n2nc(C)c3c(C)n(-c4ccc(C)cc4)nc3c2=O)c1 (configuration not stated)	5	0	-7	1.4	-42	-3	-3	1	-5
Cc1csc(=NC(=O)c2ccccc2)n1C	62*	0	-5	0.96	4	5	-4	0.95	-3
CC1(C)CC(=O)C2=C(C1)NC(=O)CC2C(=O)NCc1ccc(F)cc1 (configuration not stated)	0	/	-4	0.95	5	-13	-3	1.1	2
CC(O)(c1ccccc1)C(c1ccccc1)C1CCCCN1 (configuration not stated)	-4	0	-4	0.98	2	5	-3	0.95	1
Cc1ccc(CNC(=O)CCC(=O)N2CC(C)Oc3ccc(Cl)cc32)cc1 (configuration not stated)	12	0	4	0.91	9	0	0	1	-4
O=C(CN(Cc1ccccc1Cl)C(=O)c1csnn1)NC1CCCC1	10	1	0	1	0	3	-1	0.97	0
C=CCn1c(-c2ccccc2)cc(SC)c(C#N)c1=O	11	-4	-4	0.86	14	4	3	0.96	-3
CCC1Sc2ccccc2N(CC(=O)NCc2ccccc2OC)C1=O (configuration not stated)	16	3	3	0.86	14	-11	9	1.1	4
O=C1CSC(=S)N1/N=C/c1c(F)cccc1F	30	-2	-8	0.87	13	23	-3	0.77	0
O=C(Oc1cncc(Cl)c1)c1sccc1Cl	15	3	-5	1	-1	12	-3	0.88	-3
COc1ccc(-c2noc(CCC(=O)N3CCN(c4ccccc4F)CC3)n2)cc1	/	0	4	/	/	6	3	0.94	/
CC(=O)c1cccc(NC(=O)N2CCCC2C(=O)Nc2ccccc2C)c1 (configuration not stated)	8	2	5	0.81	19	-3	-4	1	-1
CCN(CC)Cc1cc(CCNC(=O)c2ccc(Cl)cc2)ccc1O	1	1	0	0.92	8	7	0	0.93	4
COc1ccc(OC(=O)CN2C(=O)C3C4CCC(C4)C3C2=O)cc1 (configuration not stated)	-14	-2	-5	1	-1	-10	-4	1.1	0
Cc1cc(N/N=C/c2cccc(F)c2)nc(NCc2ccccc2)n1	14	-1	-6	0.92	8	-4	-2	1	-6
CC(=O)N(c1ccc(C)cc1)c1nc(C)cc(C)c1C#N	15	1	3	0.98	2	-3	6	1	1
Fc1ccc(N2CCN(Cc3cn[nH]c3-c3ccccc3)CC2)cc1	9	2	3	1.2	-18	4	3	0.96	0
S=C(NCc1ccco1)N1CCN(Cc2ccc(Cl)cc2Cl)CC1	23	-7	1	1	-2	7	2	0.93	-6
CCOC(=O)c1cc2c(ccn2C)n1CC(=O)N1CCN(c2ccc(F)cc2)CC1	12	2	-1	1.1	-14	-7	-3	1.1	-1
C[C@@H]1C(=O)O[C@H]2C[C@@]34[C@H]5C[C@@H](C(C)(C)C)[C@]36[C@@H](OC(=O)[C@@H]6O)O[C@@]4(C(=O)O5)[C@]21O	7	-1	-3	1.1	-9	7	-3	0.93	-3
O=S(=O)(Nc1c(O)ccc2ccccc12)c1ccc(F)cc1	19	0	7	0.91	10	16	1	0.84	-4
N#Cc1ccc(NC(=O)C2=COCCO2)cc1	14	-1	-3	1	-2	4	-4	0.96	-4
CCOC(=O)c1cc(-c2ccc(F)cc2)nc2c1c(=O)[nH]c(=O)n2Cc1ccccc1	29	5	2	1.1	-7	5	6	0.95	1
Cc1ccc(NS(=O)(=O)c2ccc3c(c2)NC(=O)CCS3)cc1C	7	1	-6	1.1	-8	5	-5	0.95	1
CN(C)CCCNc1ncnc2c1cnn2Cc1ccccc1Cl	14	1	-9	1	-1	10	-6	0.9	-3
COc1ccc([C@@H]2[C@@H]3C(=O)N(C(C)(C)C)C(=O)[C@@H]3[C@]3(C)C(=O)N(c4ccc(C)cc4)C(=O)N23)cc1	-7	1	-6	1.1	-11	4	-1	0.96	1
Cc1cc(F)c(F)c(C(=O)N2C(C)CCCC2C)c1Cl (configuration not stated)	32	0	-7	0.97	3	-1	0	1	-3
CCOC(=O)c1cnc(-c2ccccc2)nc1Oc1ccc(Cl)c(Cl)c1	22	-2	-4	1.1	-7	1	-3	0.99	-3
CCOC(=O)C1CCN(S(=O)(=O)c2cccc(-c3cn4cccc(C)c4n3)c2)CC1	-5	1	-8	1	-2	2	-4	0.98	-3
CC(=O)Nc1ccc2nc(NC(=O)c3ccco3)sc2c1	19	2	-7	1	-1	6	-2	0.94	-3
CCN(CC)S(=O)(=O)c1ccc2oc(SCC(=O)NCc3ccccc3)nc2c1	4	0	-2	1	-2	9	-1	0.91	-1
CCOC(=O)c1c(C)[nH]c(C(=O)OCC(=O)N(CC(C)C)C2CCS(=O)(=O)C2)c1C (configuration not stated)	7	-1	-3	1	-5	-4	1	1	3
CN1/C(=C\C(=O)c2cccc([N+](=O)[O-])c2)Sc2ccccc21	19	0	-5	0.82	18	12	-4	0.88	0
O=C(O)c1ccc(Nc2ccc3nonc3c2[N+](=O)[O-])cc1	24	3	-8	0.94	6	14	-1	0.86	0
COc1ccc(Nc2nc3ccccc3c(=O)[nH]2)cc1	20	0	2	1.1	-7	2	6	0.98	-2
Cc1ccccc1NS(=O)(=O)c1cc(C(=O)Nc2ccccc2-c2ccccc2)ccc1Cl	23	1	2	1.2	-19	6	2	0.94	-4
CC(C)(C)NC(=O)COC(=O)C1c2ccccc2Oc2ccccc21	23	-2	-4	1	-2	-1	3	1	-3
CCOC(=O)c1cnn(-c2c(Cc3ccccc3)c(C)nc3c(-c4ccccc4)c(C)nn23)c1N	1	1	-3	0.98	2	-1	-4	1	-3
CC1CCN(c2nc(CN3CCCCC3)nc3scc(-c4ccccc4)c23)CC1	8	-8	-3	1	-1	-21	-3	1.2	-5
Cc1ccc(/C=C2\SC(=S)N(CC3CCCO3)C2=O)o1 (configuration not stated)	27	-35	18	1.2	-19	17	11	0.83	-3
COc1ccc(CCNC(=O)CSCc2ccc([N+](=O)[O-])cc2)cc1	14	0	0	0.95	5	3	2	0.97	-1
O=C(CN1CCOCC1)NN1CC(=O)N(c2ccc(Cl)cc2)CC1=O	-2	1	-1	0.92	8	-10	-5	1.1	-3
OCCNC(=S)NCCc1ccccc1	-4	4	-9	0.84	16	9	0	0.91	0
CCNC(=O)COC(=O)c1ccc(-n2nc(C)cc2C)cc1	0	0	-1	1.1	-5	3	1	0.97	-2
CNC(=O)c1csc(-c2ccc(Cl)cc2)n1	14	2	-8	0.94	6	7	-2	0.93	3

Some of the entries above in another layout.
Every second line gives: NALP3 yeast inh | SENP1 FRET inh | APOBEC3G inh | hIAP act | hIAP block | mIAP block | APOBEC3A inh | mIAP act | beta cell repl
Cc1ccccc1NS(=O)(=O)c1cc(C(=O)Nc2ccccc2-c2ccccc2)ccc1Cl
  23 | 1 | 2 | 1.2 | -19 | 6 | 2 | 0.94 | -4
CC(C)(C)NC(=O)COC(=O)C1c2ccccc2Oc2ccccc21
  23 | -2 | -4 | 1 | -2 | -1 | 3 | 1 | -3
CCOC(=O)c1cnn(-c2c(Cc3ccccc3)c(C)nc3c(-c4ccccc4)c(C)nn23)c1N
  1 | 1 | -3 | 0.98 | 2 | -1 | -4 | 1 | -3

5 consecutive records already listed, quoted:
SMILES	NALP3 yeast inh	SENP1 FRET inh	APOBEC3G inh	hIAP act	hIAP block	mIAP block	APOBEC3A inh	mIAP act	beta cell repl
COc1ccc(CCNC(=O)CSCc2ccc([N+](=O)[O-])cc2)cc1	14	0	0	0.95	5	3	2	0.97	-1
O=C(CN1CCOCC1)NN1CC(=O)N(c2ccc(Cl)cc2)CC1=O	-2	1	-1	0.92	8	-10	-5	1.1	-3
OCCNC(=S)NCCc1ccccc1	-4	4	-9	0.84	16	9	0	0.91	0
CCNC(=O)COC(=O)c1ccc(-n2nc(C)cc2C)cc1	0	0	-1	1.1	-5	3	1	0.97	-2
CNC(=O)c1csc(-c2ccc(Cl)cc2)n1	14	2	-8	0.94	6	7	-2	0.93	3
